EBNA-1 inh = EBNA-1 DNA-binding inhibitors, primary screen, biochemical, fluorescence polarization; inhibition, % at 14.8 µM; 300,000 tested, 0.34% active; AID 1950, 2009; in the data active = inhibition above about 28%
Efflux pump inh = inhibitors of Candida efflux pumps in yeast, primary screen, S. cerevisiae, Nile Red, multiplex; S. cerevisiae Candida pump triplex; inhibition, % at 10 µM; 330,000 tested, 0.44% active;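 active = plate passing quality check with inhibition over a set limit, or well fluorescence over plate mean plus 4 SD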;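 note: Nile Red retained in pooled yeast measured as flow cytometry median fluorescence; 0% = buffer negative control and 100% = Enniatin B positive control; higher means more Nile Red kept so more efflux inhibition; some compounds called inactive have numbers as strong as hits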
ZTA counter = counter-screen for EBNA-1 inhibitors: inhibitors of Epstein-Barr virus ZTA | P03206 | ZTA-DNA binding, fluorescence polarization | inhibition, % at 11 µM | 320,000 tested, 0.15% active | AID 2234; in the data active = inhibition above about 33%
Target sequence (P03206 whole entry, looked up): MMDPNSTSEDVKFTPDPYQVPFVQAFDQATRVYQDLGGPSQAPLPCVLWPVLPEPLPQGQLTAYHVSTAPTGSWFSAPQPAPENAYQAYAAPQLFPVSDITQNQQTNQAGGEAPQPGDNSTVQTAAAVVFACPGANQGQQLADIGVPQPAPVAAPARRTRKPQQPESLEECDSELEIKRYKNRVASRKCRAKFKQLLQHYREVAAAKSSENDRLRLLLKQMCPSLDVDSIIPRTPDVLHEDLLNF
PP1 inh = PP1-alpha phosphatase inhibitors, primary screen, counter-screen for PP5 inhibitor project, biochemical, fluorescence, OMFP substrate, single point. inhibition, % at 6.7 µM. 320,000 tested, 0.9% active. purified PP1alpha. Serine/threonine-protein phosphatase PP1-alpha catalytic subunit (Homo sapiens), P62136. AID 2235, 2010;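 active = inhibition above the mean inhibition of all tested compounds plus 3 SD, computed separately for each screening campaign, cut at about 15% in these data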
Target sequence (P62136 whole entry, looked up): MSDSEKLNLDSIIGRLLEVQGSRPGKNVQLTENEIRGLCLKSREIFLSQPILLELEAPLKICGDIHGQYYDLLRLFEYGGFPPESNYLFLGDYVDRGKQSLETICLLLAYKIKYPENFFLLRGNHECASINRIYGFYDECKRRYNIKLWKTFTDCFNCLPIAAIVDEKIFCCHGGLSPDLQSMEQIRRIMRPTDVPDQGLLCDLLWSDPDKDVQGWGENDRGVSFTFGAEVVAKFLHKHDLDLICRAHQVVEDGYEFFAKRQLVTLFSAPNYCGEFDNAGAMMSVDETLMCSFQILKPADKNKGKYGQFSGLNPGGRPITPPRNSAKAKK
TPT1 inhibitor = Candida albicans TPT1 enzyme inhibitors, primary screen, biochemical, fluorescence polarization; tRNA 2'-phosphotransferase TPT1 (Candida albicans SC5314); recombinant caTPT1, FP RNA substrate dephosphorylation; inhibition, % at 5 µM; 300,000 tested, 0.81% active;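 active = inhibition above the mean of all tested compounds plus 3 SD, set per screening campaign, cut at about 24% in these data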;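 note: plate controls were DMSO alone for no effect and ferristatin control at 100 nM for full effect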
Fh CTSL1 inh = Fasciola hepatica cathepsin L1 inhibitors, primary screen, counter-screen for PFM18AAP inhibitor project, biochemical, QFRET, fluorogenic peptide substrate; recombinant F. hepatica cathepsin L1, Z-Leu-Arg-MCA fluorescence; inhibition, % at 5.96 µM; AID 1906, 2009; 300,000 tested, 0.49% active;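 active = inhibition above the mean of all tested compounds plus 3 SD, set per screening campaign, cut at about 17% in these data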;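 note: 0% = plate median of test compound wells and 100% = 1 µM Z-Phe-Ala-diazomethylketone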
PP5 primary = PP5 phosphatase inhibitors, primary screen, biochemical, fluorescence; AID 1987, 2009; Serine/threonine-protein phosphatase 5 (Homo sapiens), P53041; purified PP5c, OMFP substrate fluorescence; 320,000 tested, 0.18% active; inhibition, % at 6.7 µM;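 active = inhibition above the campaign's mean inhibition across all tested compounds plus 3 SD, cut at about 9.5% in these data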;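 note: 0% = DMSO only and 100% = 100 µM cantharidin control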
Target sequence (P53041 whole entry, looked up): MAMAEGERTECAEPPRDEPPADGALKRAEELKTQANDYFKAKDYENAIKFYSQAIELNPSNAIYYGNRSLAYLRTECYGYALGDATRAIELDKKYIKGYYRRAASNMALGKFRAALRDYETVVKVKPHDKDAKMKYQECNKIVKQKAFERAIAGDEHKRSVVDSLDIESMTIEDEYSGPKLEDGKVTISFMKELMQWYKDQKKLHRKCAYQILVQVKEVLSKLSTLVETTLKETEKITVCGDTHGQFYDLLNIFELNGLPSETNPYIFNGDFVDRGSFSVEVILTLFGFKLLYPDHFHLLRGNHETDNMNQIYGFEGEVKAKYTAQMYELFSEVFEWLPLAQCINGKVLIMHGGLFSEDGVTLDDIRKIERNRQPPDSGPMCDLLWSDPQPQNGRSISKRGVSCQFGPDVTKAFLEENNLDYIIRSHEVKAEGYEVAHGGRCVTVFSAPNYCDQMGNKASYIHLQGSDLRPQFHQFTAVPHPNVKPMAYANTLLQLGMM
PREPL inhibitor = PREPL enzyme inhibitors, primary screen, biochemical, fluorescence polarization. Prolyl endopeptidase-like (Homo sapiens), Q4J6C6. recombinant PREPL, fluorescence polarization activity-based probe. inhibition, % at 5.96 µM. 320,000 tested, 0.68% active; in the data active = inhibition above about 43%;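 note: 0% = enzyme with DMSO and 100% = wells lacking enzyme; many of its hits are not listed in these tables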
HCV core dimer = inhibitors of HCV core protein dimerization, primary screen, biochemical, TR-FRET, high-throughput. AID 1899, 2009. 300,000 tested, 0.33% active. TR-FRET GST/Flag-core106 dimerization, 1536-well. inhibition, % at 5 µM;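 active = inhibition above the mean of all tested compounds plus 3 SD, set per screening campaign, cut at about 45% in these data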
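Assay system: GST-tagged and Flag-tagged HCV core protein residues 1-106 / Times: compound-protein-antibody incubation 4 h at 22.5 °C / Signal: time-resolved FRET, ex 340 nm, em 617 and 671 nm / Evaluation: % inhibition based on acceptor/donor emission ratio / Benchmarks: wells lacking GST-core106 and wells with excess unlabelled core106 / Repeats: singlicate, one well per compound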
* = called active by the depositor; . = no result given.

SMILES | EBNA-1 inh | Efflux pump inh | ZTA counter | PP1 inh | TPT1 inhibitor | Fh CTSL1 inh | PP5 primary | PREPL inhibitor | HCV core dimer
O=C(CCCCn1c(=O)c2ccccc2n(CC(=O)Nc2cccc(F)c2)c1=O)NCc1ccco1 | 3.8 | -0.4 | 4.5 | 0.9 | 3.0 | 4.8 | 3.1 | 1.3 | 12.4
CCOc1ccc(C(=O)N(Cc2ccc(N(C)C)cc2)C2CCS(=O)(=O)C2)cc1 (stereo not given) | 4.3 | 0.1 | -2.3 | -0.2 | -3.2 | 1.2 | 1.4 | 2.1 | -5.4
COc1ccc(CN2C3CCCC2CC(NC(=O)c2cccc(F)c2)C3)cc1 (stereo not given) | -6.4 | 0.0 | -7.3 | 8.2 | 2.1 | -3.2 | 5.2 | -13.5 | 2.4
COc1ccc(CCNC(=O)C(=O)NCC2OCCN2S(=O)(=O)c2ccc(Br)cc2)cc1 (stereo not given) | 4.6 | 0.0 | -26.0 | 1.1 | 3.6 | -0.9 | 0.3 | 7.6 | 4.2
N#Cc1ccccc1Cn1c(=O)n(C2CCCC2)c(=O)c2ccccc21 | -10.4 | 0.2 | -12.9 | -0.2 | 0.6 | -1.9 | 3.6 | -10.9 | 8.3
CCNC(=O)CSc1nnc(-c2cc(-c3ccc(Cl)cc3)nc3ccccc23)o1 | -10.1 | -0.2 | -1.0 | 0.2 | 0.0 | 2.4 | 2.5 | 1.9 | 6.3
COc1ccc(C(=O)NC(C)CCn2cccn2)cc1OC1CCN(C(C)C)CC1 (stereo not given) | -6.0 | -0.4 | -13.0 | -4.1 | -5.3 | 0.0 | 1.3 | -3.9 | 5.5
COCCCn1c(=O)c2sccc2n(Cc2ccc(C)cc2)c1=O | 1.6 | 0.1 | -23.4 | -11.5 | 0.8 | -3.1 | 5.6 | 5.3 | -9.1
Cc1ccc(-n2c(N)c(-c3nc4ccccc4n3C)sc2=S)cc1 | 12.4 | -0.1 | 5.1 | -0.7 | -0.5 | 1.2 | 0.6 | 22.6 | -1.9
COC(=O)C1=C(O)/C(=C\c2cc(C)n(-c3ccccc3F)c2C)N=C1C | -9.8 | 0.1 | -9.1 | 2.4 | -0.1 | 4.0 | 2.5 | 4.7 | 7.9
COc1ccc(C(=O)NNC(=O)Cc2ccc(-c3ccccc3)cc2)cc1OC | 7.8 | -0.1 | 10.2 | -3.8 | 3.2 | 2.3 | 1.8 | -2.3 | 6.2
CCn1nc(NS(=O)(=O)c2ccc(NC(C)=O)cc2)c2cc3cccc(C)c3nc21 | -0.8 | 0.1 | -1.9 | 2.2 | -0.5 | 3.4 | -0.7 | -1.0 | -10.6
CCOC(=O)c1[nH]c2ccc(F)cc2c1N=C(C)N(CC)CC | -7.9 | 0.1 | -19.3 | 0.1 | -0.1 | -0.8 | 4.4 | 6.8 | -4.8
Cc1[nH]c2ccc(C(=O)OC(C)C(=O)NCc3ccccc3)cc2c1C (stereo not given) | -6.8 | 0.1 | -2.6 | -6.1 | 3.6 | 1.5 | 1.9 | 3.6 | 3.8
O=C(NC(=S)N1CCN(c2ccc(Cl)cc2[N+](=O)[O-])CC1)c1cccs1 | -9.6 | -0.1 | -6.3 | 2.4 | -4.1 | 1.1 | 2.3 | 5.3 | 2.4
COc1cccc(-c2cc(C(=O)N3CC4(C)CC3CC(C)(C)C4)no2)c1 (stereo not given) | -5.6 | -0.1 | -12.4 | -0.4 | 1.1 | 2.9 | 1.9 | -8.3 | -3.3
O=C(NCCOc1nc(N2CCOCC2)nc(N2CCOCC2)n1)Nc1ccccc1 | -3.6 | -0.1 | -5.8 | -5.0 | -1.1 | 6.4 | -1.7 | 10.8 | -4.2
CCC(CC)C(=O)Nc1nc(-c2ccc3c(c2)CCN3C(=O)C2CC2)c(C)s1 | -3.4 | -0.1 | 0.7 | -2.5 | -0.3 | 0.0 | 0.9 | 2.5 | 14.4
CCc1cccc(OCC2Cn3c(nc4c3c(=O)[nH]c(=O)n4C)O2)c1 (stereo not given) | 2.9 | 0.4 | -10.3 | -2.2 | 1.0 | -2.4 | 6.6 | 6.7 | 0.8
Cc1cccc(C(=O)OCC(=O)c2c(N)n(CC(C)C)c(=O)n(C)c2=O)c1[N+](=O)[O-] | -7.2 | 0.1 | -3.5 | -3.8 | -2.7 | 1.8 | 2.2 | -2.2 | -0.3
Cc1ccc(S(=O)(=O)NCC(c2ccco2)S(=O)(=O)c2ccccc2)cc1 (stereo not given) | -1.4 | 0.0 | -9.9 | -1.9 | -7.3 | 1.6 | 1.4 | 2.3 | 1.8
CC(O)CNCCOc1ccccc1OCc1ccccc1 (stereo not given) | -6.6 | -0.1 | -3.2 | -2.7 | -0.7 | 6.0 | 2.2 | -33.9 | -0.2
O=C(NCC1CCCO1)C(c1ccncc1)N(Cc1cccs1)C(=O)Cn1nnc(-c2ccc(F)cc2)n1 (stereo not given) | 13.5 | 0.1 | 12.7 | -1.6 | 13.2 | -2.4 | -2.1 | -12.3 | 3.7
Cc1onc(-c2ccccc2Cl)c1C(=O)OCC(=O)c1ccc2c(c1)OCCO2 | -2.9 | 0.0 | 5.5 | 2.7 | -2.1 | 0.7 | 1.7 | -6.4 | 5.1
COc1ccc(NC(=O)CN(C)C(=O)CN2C(=O)c3ccc([N+](=O)[O-])cc3C2=O)cc1 | 0.9 | -1.4 | 4.0 | -3.4 | 2.3 | 1.7 | -0.4 | 5.3 | -0.2
Cc1cc(C(=O)NNC(=O)Cc2ccc(Cl)cc2)c(C)o1 | 5.5 | 0.0 | -3.4 | -6.7 | -3.3 | 1.8 | -0.6 | -7.4 | -0.8
COc1ccccc1C(=O)Nc1nc2ccccc2s1 | 31.4* | 0.2 | -11.7 | -2.5 | 2.1 | -3.9 | 3.3 | -2.5 | 2.2
O=C(NC1CCCCC1)c1cccc(OCc2ccccc2)c1 | 6.3 | -0.2 | -1.0 | 0.5 | -4.0 | 4.2 | 4.1 | 20.3 | -3.4
Cc1nn(CC(=O)N(C)C2CCC(C)CC2)c(C)c1S(=O)(=O)N(C)C (stereo not given) | . | -0.1 | -4.5 | -0.4 | . | . | 0.1 | 0.8 | .
COc1ccc(CNC(=O)COC(=O)CNC(=O)c2sc3ccccc3c2Cl)cc1OC | . | -0.2 | -12.6 | -2.7 | . | . | 4.5 | -13.4 | .

Some of these compounds in order of count of non-hydrogen atoms, highest first.
SMILES | EBNA-1 inh | Efflux pump inh | ZTA counter | PP1 inh | TPT1 inhibitor | Fh CTSL1 inh | PP5 primary | PREPL inhibitor | HCV core dimer
COc1ccc(CCNC(=O)C(=O)NCC2OCCN2S(=O)(=O)c2ccc(Br)cc2)cc1 (stereo not given) | 4.6 | 0.0 | -26.0 | 1.1 | 3.6 | -0.9 | 0.3 | 7.6 | 4.2
COc1ccc(C(=O)NC(C)CCn2cccn2)cc1OC1CCN(C(C)C)CC1 (stereo not given) | -6.0 | -0.4 | -13.0 | -4.1 | -5.3 | 0.0 | 1.3 | -3.9 | 5.5
CCC(CC)C(=O)Nc1nc(-c2ccc3c(c2)CCN3C(=O)C2CC2)c(C)s1 | -3.4 | -0.1 | 0.7 | -2.5 | -0.3 | 0.0 | 0.9 | 2.5 | 14.4
CCOC(=O)c1[nH]c2ccc(F)cc2c1N=C(C)N(CC)CC | -7.9 | 0.1 | -19.3 | 0.1 | -0.1 | -0.8 | 4.4 | 6.8 | -4.8
CC(O)CNCCOc1ccccc1OCc1ccccc1 (stereo not given) | -6.6 | -0.1 | -3.2 | -2.7 | -0.7 | 6.0 | 2.2 | -33.9 | -0.2

Carrying on:
SMILES | EBNA-1 inh | Efflux pump inh | ZTA counter | PP1 inh | TPT1 inhibitor | Fh CTSL1 inh | PP5 primary | PREPL inhibitor | HCV core dimer
CC1=NN(C(=O)Cc2ccc(C)cc2)C(O)(c2cccnc2)C1 (stereo not given) | 3.5 | 0.0 | -7.5 | -7.7 | 0.5 | 2.0 | 2.3 | -2.2 | 0.9
O=C(Nc1ccc2c(c1)CCCN2C(=O)c1ccccc1)c1ccccc1Br | 1.7 | 0.6 | 0.5 | 3.0 | -3.3 | 3.7 | 4.1 | 5.4 | 2.8
COc1ccc(C(=O)OCc2csc(C)n2)c(O)c1 | 0.2 | 0.3 | 5.6 | -2.4 | -1.9 | -2.8 | -3.0 | 3.6 | -1.5
Cn1c(=O)c2c(nc(NCc3ccccc3)n2CCCc2ccccc2)n(C)c1=O | -2.1 | 0.0 | -4.1 | -2.0 | 0.1 | 3.6 | 3.7 | 10.7 | -12.4
COc1ccc(CNC(=O)Cc2cccs2)cc1 | -8.2 | 0.0 | -2.9 | 5.5 | 0.3 | 0.7 | 0.1 | -10.2 | 2.7
Cc1cccc(CC(C)NC(=O)c2oc3c(F)cccc3c2C)n1 (stereo not given) | -13.2 | 0.1 | 3.0 | -1.0 | 3.2 | 0.5 | -2.6 | -1.4 | 1.8
O=C(NC1CCOc2ccccc21)c1ccccn1 (stereo not given) | 15.8 | -0.1 | 8.7 | -2.5 | -1.3 | 2.3 | -1.1 | 5.0 | 7.3
Cc1c(C(=O)NC2=NCCS2)cccc1[N+](=O)[O-] | -3.2 | 0.1 | 16.5 | -3.0 | 1.9 | 3.1 | 1.9 | 0.5 | -0.4
CC(C)C(=O)Nc1ccc(-c2ccc3nncn3n2)cc1 | -2.6 | 0.0 | -13.8 | 5.7 | -0.1 | -0.3 | 0.1 | 4.0 | 1.5
CN1CCN(C(=O)c2cc(-c3ccccc3)on2)CC1 | -12.6 | 0.1 | -6.2 | -4.1 | 3.1 | 7.6 | -0.8 | 11.7 | -10.4
COc1cc(/C=C2/C(=N)N3C(=NC2=O)SN=C3S(C)(=O)=O)ccc1OS(=O)(=O)c1ccccc1 | 2.8 | 0.0 | -0.8 | 2.0 | 27.9* | -0.4 | -1.6 | 2.1 | 17.3
CC(=O)Nc1nonc1C(=O)N1CCC(C)CC1 | -5.3 | 0.3 | -5.3 | -7.4 | 0.3 | 0.4 | -0.9 | 2.0 | 2.1
CN1CCc2c(sc(N)c2C(N)=O)C1 | 5.4 | -0.3 | -16.9 | -1.9 | -14.9 | 3.3 | 2.5 | 15.8 | -4.1
CCCNC(=O)N1CCN(c2ncccn2)CC1 | 3.8 | -0.1 | -1.5 | 0.7 | 0.8 | -3.5 | -1.8 | 3.6 | -1.4
CCOc1ccc(C(=O)NCC(=O)OCc2c(C)noc2C)cc1OCC | 9.0 | -0.1 | -15.8 | 0.0 | 0.3 | 0.6 | -1.0 | 16.0 | -4.6
O=c1c2ccccc2[nH]c(=S)n1CCCn1ccnc1 | -7.2 | -0.1 | -1.8 | 1.3 | 0.1 | -3.4 | 0.1 | 6.3 | -1.5
O=C(NC12CC3CC(CC(C3)C1)C2)OCCNC1CCCCC1 | 2.5 | 0.0 | 0.1 | -0.6 | 0.8 | -1.2 | -0.6 | 3.7 | 0.5
CC1(C)CC2CC(C)(CN2Cc2c(O)ccc3ccccc23)C1 (stereo not given) | -7.5 | 0.2 | -10.7 | -8.1 | -0.7 | -4.3 | 2.0 | 7.7 | -19.2
O=C(NCCN1CCOCC1)c1sc2cc(Cl)ccc2c1Cl | 7.2 | -0.2 | 6.2 | 3.2 | 0.0 | -0.2 | 0.9 | 1.3 | -1.8
CC(Oc1ccccc1)C(=O)N1CCN=C1SCc1ccccc1 (stereo not given) | -0.1 | 0.0 | -6.2 | 2.2 | -2.3 | 8.3 | -0.7 | -0.8 | 2.7

Assay outcomes as filed in PubChem BioAssay.

Some of the compounds tested, so the mix of outcomes need not match the whole.
